# All columns: NCI-60 one-dose screen, growth in % after 48 h at 10 µM unless noted; 100 = growth as untreated, 0 = no growth, -100 = all killed.
# A498: A498 renal cancer cells. actives 5.4% (n = 76,000)
# ACHN: ACHN renal cancer | actives 4.9% (n = 81,000) | AID 1794771
# DU-145: DU-145 prostate cancer. actives 4.2% (n = 81,000)
# 786-0: 786-0 renal cancer cells; actives 5.1% (n = 81,000)
# UO-31: UO-31 renal cancer | actives 5.2% (n = 81,000) | AID 1794768
# TK-10: TK-10 renal cancer cells. actives 3.9% (n = 81,000). AID 1794769
# CAKI-1: CAKI-1 renal cancer; actives 4.7% (n = 75,000); AID 1794772
# RXF 393: RXF 393 renal cancer cells; actives 6.9% (n = 77,000); AID 1794773
# SN12C: SN12C renal cancer cells | actives 3.8% (n = 81,000) | AID 1794767
# * hit, by the source's call; . = no result given; & = joins results of further samples; ! = not confirmed by another sample; [ ] = another dose, or the depositor's remark. How the source made its calls: active means growth percent below 10; inactive means the rest.
SMILES,A498,ACHN,DU-145,786-0,UO-31,TK-10,CAKI-1,RXF 393,SN12C
Cc1cccc(NC2=C(C#N)C(=O)NC3(CCCC3)S2)c1,96.9,98.2,116.9,103.3,93.8,107.5,.,101.8,97.3
COc1cc(OC)c(/C=C/c2cc[n+](C)c3ccccc23)c(OC)c1,9.9*,71.8,18.5,26.1,61.0,53.4,67.1,.,10.7
O=C1Nc2cc(Cl)ccc2/C1=C\c1ccc(OCc2ccccn2)cc1,111.5,90.4,60.4,81.3,62.0,100.2,71.2,61.8,75.1
O=C1Nc2ccc(F)cc2/C1=N/N=C/c1ccccc1F,81.9,88.2,93.6,100.1,70.8,152.3,84.3,128.3,99.2
NCCOc1ccc([N+](=O)[O-])cc1Cl,100.6,107.8,115.5,108.5,86.2,94.5,97.7,105.4,104.0
COc1ccc2c(c1)c(-c1nc(-c3c[nH]c4ncccc34)cs1)cn2CCN,72.2,41.3,59.7,72.1,48.5,71.9,.,59.9,78.2
CN1C(=O)/C(=c2\sc3n(c2=O)C2C(NN=3)N(C)C(=O)N2C)c2ccccc21 (stereo not given),94.6,96.2,104.7,99.8,74.2,153.6,67.0,.,96.4
NNC(=O)c1ccncc1,120.8&100.4,95.5&102.6,116.5&115.0,96.9&91.6,88.9&90.6,106.1&101.2,94.6&97.3,98.5&106.0,99.0&91.0
O=C(O)C1C2CC3C(OC(=O)C31)C2Br (stereo not given),64.4&103.1,100.2&96.0,107.0&121.6,99.0&104.9,97.2&91.4,100.1&88.7,101.0&101.6,93.5&98.2,102.5&95.2
COc1ccc(CSC(=N)N)cc1,.,107.4,112.9,92.9,88.1,106.4,.,153.7,108.8
Cc1nc(S(=O)(=O)c2ccccc2)c(S(=O)(=O)Cc2ccc([N+](=O)[O-])cc2)o1,81.8,87.6,91.3,89.1,72.5,105.0,95.6,93.2,89.9
CC(C)(C)c1ccc(Cn2cc(CSc3nc4ccccc4s3)nn2)cc1,87.0,97.2,114.9,96.2,65.2,88.7,82.9,103.1,90.8
NS(=O)(=O)c1ccc(CCN2C(=O)C3C(C2=O)C2(Cl)C(Cl)=C(Cl)C3(Cl)C2(Cl)Cl)cc1 (stereo not given),114.5,110.5,96.5,95.3,85.8,110.2,71.7,109.0,99.9
O=S1(=O)CCN(CCCc2ccccc2)CC1,70.5,100.2,97.2,94.2,87.3,100.8,96.2,109.3,107.4
COC(C)CNC1=C(Cl)C(=O)c2ccccc2C1=O (stereo not given),100.4,96.0,73.0,111.2,100.3,140.6,110.4,130.3,95.5
COc1cc(/C=N/Nc2ccnc3cc(Cl)ccc23)cc(OC)c1O,99.5,-98.2*,-24.6*,-87.5*,-96.4*,-69.6*,-93.0*,-86.8*,-64.7*
Oc1ccccc1N=Cc1c(O)ccc2ccccc12,64.8,59.3,82.3,86.2,57.0,118.9,47.6,79.2,65.3
N#CC1=C(N)Oc2c(c(=O)[nH]c3ccc(Cl)cc23)C12c1cc(Br)ccc1-c1ccc(Br)cc12,94.8,76.9,59.1,71.7,55.6,110.6,53.7,67.9,92.6
Fc1ccc(-c2ccc(CCC3CC3)cc2)cc1,.,105.0,115.0,100.1,87.4,105.7,100.2,108.0,106.8
CC(C)(c1ccccc1)c1ccc(N)cc1,92.2,103.8,95.0,93.9,68.7,98.5,97.5,75.7,103.4
CCOC(=O)c1cccc2c1-c1ccccc1C2=O,.,106.0,48.5,101.3,77.3,105.1,98.6,120.0,91.9
O=C(NCCNc1nccc(-n2ccc3cccnc32)n1)c1ccc(F)cc1,98.0,100.7,105.1,101.0,101.9,113.9,90.9,106.2,96.1
NCCSSC/C=C\CSSCCN,.,.,104.0,99.0,.,.,101.3,102.4,98.6
Cc1ccc(S(=O)(=O)NC(CCC(=O)Nc2ccc(Cl)cc2)C(=O)Nc2ccc(Cl)cc2)cc1 (stereo not given),-0.6*,30.0,45.8,16.9,38.2,25.7,41.9,22.9,39.8
CCN(CC)CCN1CC(=O)Nc2cc(Cl)ccc21,87.6,104.0,120.3,115.0,82.0,114.4,90.7,122.2,102.6
O=C1CSC(=Nc2ccc(Cl)c(C(F)(F)F)c2)N1,95.8,101.1,108.6,94.6,81.5,124.7,87.5,95.4,97.1
COc1cc2nc(-c3ccc(C(F)(F)F)cc3)cc(OCCCN3CCC(O)CC3)c2cc1OC,.,31.2,28.3,42.7,24.2,85.7,-7.0*,42.1,37.4
CC(=O)Nc1ccc(-n2c(O)c(/C=N/NC(=O)Cc3ccccc3Nc3c(Cl)cccc3Cl)sc2=S)cc1,97.1,99.1,105.2,102.1,84.1,111.9,84.9,104.9,104.2
N#Cc1c(-c2ccccc2)cc(-c2ccccc2)n(CC(=O)NO)c1=O,.,43.3,61.0,63.7,25.2,73.1,20.8,27.9,47.8
COc1ccc(CSc2nnc(-c3nn(-c4ccc(Cl)cc4Cl)c(-c4ccc(Cl)cc4)c3C)n2CCc2ccccc2)cc1,120.5,98.3,101.0,88.4,85.3,92.3,87.2,108.9,91.3
COc1ccc(/C=N/Nc2nc(-c3nnn(-c4ccc([N+](=O)[O-])cc4)c3C)cs2)cc1OC,81.9,95.3,99.7,83.2,75.8,95.6,94.1,101.5,89.1
CC(=O)O[C@H]1CC[C@@]2(C)[C@@H](CC[C@@H]3[C@@H]2CC(=O)[C@@]2(C)[C@H]3C[C@@H](C(C(C)=O)C(C)=O)[C@@H]2C(C)=O)C1,94.6,123.1,120.4,108.3,106.2,102.0,126.6,116.6,108.4
N#C/C(Sc1nc2sc3c(c2c(=O)n1Cc1ccccc1)CCCC3)=C(/S)Nc1ccccc1,102.8,102.0,102.8,101.9,82.7,72.4,105.2,100.4,107.7
CC(C)(C)C(=O)Nc1ccccc1,86.3,109.3,107.8,103.5,96.5,94.2,97.9,.,109.2
Nc1c(Cl)cc(Br)c(Cl)c1Br,92.0,114.2,115.7,103.1,99.9,106.0,96.4,99.4,102.3
O=C1OC(c2ccc(Cl)c(Cl)c2)=C/C1=C/c1ccccc1[N+](=O)[O-],119.2,92.1,109.1,103.3,68.7,113.0,80.8,107.5,94.9
CC(=O)C1=C(C)NC(NNC(=O)Nc2ccc(Cl)cc2)=NC1c1ccc(Cl)cc1 (stereo not given),94.5,99.6,115.9,100.0,85.6,126.8,110.8,.,101.4
COc1ccc(-c2nc3c(c(-c4ccccc4)nn3-c3ccccc3)c(-c3ccc(N4CCCCC4)cc3)c2C#N)cc1,92.1,102.0,101.6,99.2,84.3,110.6,83.3,111.5,91.5
COc1cc(CN(Cc2ccccc2)c2c(NC3CCCCC3)oc(=O)c3ccccc23)cc(OC)c1OC,85.6,87.4,119.2,103.0,97.5,100.5,90.5,93.3,93.3
CC(C)[C@@H]1CC[C@@H](C)C[C@H]1O,76.7&101.9&111.7,105.3&105.7,114.0&120.8&106.2,91.8&98.6&99.8,94.7&85.1&86.5,105.0&113.8&93.7,97.4&93.6&98.3,123.4&98.0,99.3&111.6
CC(C)(C)CC(C)(C)NC(=O)Nc1ncccc1OCc1ccc(F)cc1,97.7,74.1,92.9,89.1,51.9,105.7,61.6,83.3,86.7
COc1ccc2c(c1)c(CC(=O)[Se]CCC#N)c(C)n2C(=O)c1ccc(Cl)cc1,-42.9*,5.6*,6.8*,-45.3*,-21.7*,-74.7*,.,.,-82.6*
Cn1cnc2c1c(=O)n(CC(=O)Nc1ccccc1)c(=O)n2C,105.4,102.1,111.2,96.0,83.4,94.3,92.9,115.3,103.0
COc1ccc(S(=O)(=O)n2cc(C3OC(c4cc(OC)c(OC)c(OC)c4)=NN3C(C)=O)c3ccccc32)cc1OC (stereo not given),116.6,85.3,145.2,86.3,58.2,94.9,76.2,89.3,88.0
CC(C)N=c1cc2n(-c3ccc(Cl)cc3)c3ccccc3nc-2cc1Nc1ccc(Cl)cc1,18.4&74.8,17.8&30.9&27.2,15.5&51.4,-18.8*!,-6.0*!,5.7*!,5.8*!,-11.2*!,1.5*!
CS(=O)(=O)NCc1ccco1,89.7,102.9,104.8,95.8,86.5,96.0,.,106.0,104.4
COc1ccc(CN2c3ccccc3Sc3ccccc32)cc1F,-1.5*,41.8,14.1,22.5,45.6,47.4,54.4,7.2*,45.2
COc1ccccc1-c1ccc2c(C)nc3oc(-c4cc(OC)c(OC)c(OC)c4)nc3c2n1,93.8,100.2,96.2,107.6,82.5,102.5,98.2,99.0,99.3
CCOC(=O)N(C)c1ccccc1,92.2,106.1,113.6,105.5,87.6,112.9,87.5,95.6,94.5
CCOc1ccc(-c2cn[nH]c2N)cc1OCC,100.1,102.4,105.9,100.5,89.7,97.9,87.7,112.8,113.3
COc1ccc(-n2nc(C(=O)NCCCCC(=O)NO)nc2-c2ccccc2)cc1,89.0,87.3,85.9,86.9,73.6,78.1,87.3,78.4,78.6
N=c1ccn2c(n1)OC1C(O)C(CCl)OC12 (stereo not given),104.4,77.7,97.0,113.2,94.5,104.9,88.3,95.0,96.0
Nc1ccc(-c2nc3ccc(Cc4ccc5nc(-c6ccc(N)cc6)[nH]c5c4)cc3[nH]2)cc1,10.4,60.0,87.2,78.6,61.6,78.1,51.7,34.5,69.9
N[C@@H](Cc1ccccc1)[C@@H](O)C(=O)NCCc1ccccn1,118.0,101.6,122.5,92.5,94.2,102.0,96.7,108.3,98.9
COc1ccc2cc(C(C)C(=O)Nc3ccc(-c4nnc(C5CCCCC5)o4)cc3)ccc2c1 (stereo not given),93.4,103.6,104.3,103.6,104.8,113.7,87.8,126.6,89.2
C=CCOC(=O)C1=C(C)NC2=C(C(=O)CCC2)C1c1ccc(OC)cc1 (stereo not given),90.7,98.2,124.0,104.4,83.0,106.1,94.5,102.8,105.8
COc1ccc2oc(=O)cc(COc3ccc(N=Cc4ccccn4)cc3)c2c1,98.6,90.0,101.6,97.9,75.1,88.9,90.8,104.7,107.8
N#Cc1c(-c2ccccc2)cc(-c2ccccc2)n(CCCCC(=O)O)c1=O,.,100.2,107.5,93.7,86.0,99.9,86.8,89.7,96.8
CCOc1cc(C=O)cc(I)c1O,96.3,105.7,113.0,108.0,86.5,107.0,101.8,111.7,101.1
CCc1c(C)c2ccc3c(c2oc1=O)N=C(c1ccccc1)CO3,99.9,104.9,104.7,100.8,79.9,102.1,105.0,115.9,92.4

# At a glance, part of the list above.
SMILES,A498,ACHN,DU-145,786-0,UO-31,TK-10,CAKI-1,RXF 393,SN12C
N#CC1=C(N)Oc2c(c(=O)[nH]c3ccc(Cl)cc23)C12c1cc(Br)ccc1-c1ccc(Br)cc12,94.8,76.9,59.1,71.7,55.6,110.6,53.7,67.9,92.6
Fc1ccc(-c2ccc(CCC3CC3)cc2)cc1,.,105.0,115.0,100.1,87.4,105.7,100.2,108.0,106.8

# Record cards, from the list above. Order of screens: A498, ACHN, DU-145, 786-0, UO-31, TK-10, CAKI-1, RXF 393, SN12C
# Profile of CC(=O)C1=C(C)NC(NNC(=O)Nc2ccc(Cl)cc2)=NC1c1ccc(Cl)cc1 (stereo not given) : 94.5, 99.6, 115.9, 100.0, 85.6, 126.8, 110.8, ., 101.4
# Profile of N#C/C(Sc1nc2sc3c(c2c(=O)n1Cc1ccccc1)CCCC3)=C(/S)Nc1ccccc1 : 102.8, 102.0, 102.8, 101.9, 82.7, 72.4, 105.2, 100.4, 107.7
# Profile of COc1ccc2cc(C(C)C(=O)Nc3ccc(-c4nnc(C5CCCCC5)o4)cc3)ccc2c1 (stereo not given) : 93.4, 103.6, 104.3, 103.6, 104.8, 113.7, 87.8, 126.6, 89.2
# Profile of O=C1Nc2cc(Cl)ccc2/C1=C\c1ccc(OCc2ccccn2)cc1 : 111.5, 90.4, 60.4, 81.3, 62.0, 100.2, 71.2, 61.8, 75.1
# Profile of N#CC1=C(N)Oc2c(c(=O)[nH]c3ccc(Cl)cc23)C12c1cc(Br)ccc1-c1ccc(Br)cc12 : 94.8, 76.9, 59.1, 71.7, 55.6, 110.6, 53.7, 67.9, 92.6

# (list continues)
SMILES,A498,ACHN,DU-145,786-0,UO-31,TK-10,CAKI-1,RXF 393,SN12C
O=C(Nc1cccc(C(F)(F)F)c1)Nc1cccc(C(F)(F)F)c1,-18.2*,5.9*,25.0,8.3*,4.5*,-0.6*,16.4,22.7,2.6*
OCc1ccc(N2CCc3cccc(F)c3C2)cc1Cl,-16.3*[0.1 µM],108.5[0.1 µM],100.1[0.1 µM],66.4[0.1 µM],91.6[0.1 µM],-0.1*[0.1 µM],63.5[0.1 µM],103.5[0.1 µM],92.9[0.1 µM]
CCCCCCCCCCCCC[C@H](O)C[C@H](O)[C@H](C)N,93.7[1.25 µM],101.7[1.25 µM],96.9[1.25 µM],85.9[1.25 µM],112.1[1.25 µM],136.6[1.25 µM],110.3[1.25 µM],8.7*[1.25 µM],104.7[1.25 µM]
C=C1C(=O)O[C@H]2[C@H]1CC/C(C=Nc1c(N)cc(F)cc1Br)=C\CC[C@@]1(C)O[C@@H]21,118.8,63.4,55.2,43.8,53.5,81.7,.,66.3,76.1
CCN1CCN(/C(=N\c2sc(-c3ccccc3)nc2-c2ccccc2)c2ccccc2)CC1,113.3,88.8,93.7,51.2,64.5,94.1,65.3,72.1,76.2
CCCCONc1c2ccccc2nc2ccccc12,101.3,89.3,101.4,103.5,100.7,104.1,90.1,71.0,95.8
Cn1cc(Nc2ncc(C(N)=O)c(NCCCNC(=O)C3CCC3)n2)cn1,94.8,86.7,88.0,68.8,77.6,77.4,75.2,65.1,47.9
COc1ccc(/C=C2\N=C3N(NC4(CCCc5ccccc54)N3c3ccccc3)C2=O)cc1 (stereo not given),107.1,91.0,106.0,110.4,60.7,151.0,88.1,100.7,98.0
COc1ccc(C(=O)CCC(=O)O)cc1,103.6,100.0,99.7,102.9,71.7,105.4,98.4,108.9,89.0
CC(=Nc1ccccc1)C1=C(O)C(Cc2cccc(F)c2)NC1=O (stereo not given),0.1*,26.4,-37.9*,15.3,35.9,44.4,37.2,41.7,29.7
CCOC(=O)c1cnc2ccccc2c1Cl,56.6,99.4,98.3,94.3,95.1,84.4,94.8,126.9,102.4
CCCCCCCCCCC(CN(CC)CC)C(O)c1ccccc1 (stereo not given),56.4,31.6,29.1,49.1,24.4,45.3,45.5,-7.1*,57.1

# Screening data (PubChem BioAssay)
